APJ antagonist = blocks the human apelin receptor APJ. CHO-K1 APJ beta-arrestin complementation, luminescence. inhibition, % at 20 µM. actives 0.32% (n = 330,000);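 active = inhibition above about 40% at 20 µM, limit read from the data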;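 also: cells challenged with 10 nM apelin-13 agonist together with compound; plate controls were apelin-13 plus DMSO wells for no effect and DMSO wells lacking apelin-13 for full effect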
Target sequence (P35414 whole entry, looked up): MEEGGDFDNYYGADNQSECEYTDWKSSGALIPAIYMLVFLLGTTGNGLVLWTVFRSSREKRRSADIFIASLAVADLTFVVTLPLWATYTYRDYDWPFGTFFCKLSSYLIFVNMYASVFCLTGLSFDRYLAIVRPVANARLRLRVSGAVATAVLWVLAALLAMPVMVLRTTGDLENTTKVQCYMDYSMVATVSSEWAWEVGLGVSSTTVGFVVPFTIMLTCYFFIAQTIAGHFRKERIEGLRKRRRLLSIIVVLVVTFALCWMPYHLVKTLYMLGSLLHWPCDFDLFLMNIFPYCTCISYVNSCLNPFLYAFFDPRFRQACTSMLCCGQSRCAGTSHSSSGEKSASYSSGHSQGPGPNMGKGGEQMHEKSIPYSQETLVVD
TIM10 inh = growth inhibitors of TIM10 yeast strain; S. cerevisiae TIM10 strain growth, BacTiter-Glo luminescence, 24 h; inhibition, % at 10 µM; actives 1.4% (n = 330,000);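 active = inhibition of 40% or more at the single tested concentration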;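 also: wild-type TIM10 isogenic control strain grown at permissive 25 °C; 0% = DMSO yeast wells and 100% = minimal medium wells without yeast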
CXCR6 block = inhibitors of human CXCR6 receptor; O00574; CHO-K1 PathHunter CXCR6 beta-arrestin, luminescence; inhibition, % at 20 µM; actives 0.36% (n = 360,000); in the data active = inhibition above about 34%, passing the limit was not always enough;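 also: antagonist mode with CXCL16 agonist at 10 nM final; 0% = 10 nM CXCL16 with DMSO and 100% = unstimulated wells without agonist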
Target sequence (O00574 whole entry, looked up): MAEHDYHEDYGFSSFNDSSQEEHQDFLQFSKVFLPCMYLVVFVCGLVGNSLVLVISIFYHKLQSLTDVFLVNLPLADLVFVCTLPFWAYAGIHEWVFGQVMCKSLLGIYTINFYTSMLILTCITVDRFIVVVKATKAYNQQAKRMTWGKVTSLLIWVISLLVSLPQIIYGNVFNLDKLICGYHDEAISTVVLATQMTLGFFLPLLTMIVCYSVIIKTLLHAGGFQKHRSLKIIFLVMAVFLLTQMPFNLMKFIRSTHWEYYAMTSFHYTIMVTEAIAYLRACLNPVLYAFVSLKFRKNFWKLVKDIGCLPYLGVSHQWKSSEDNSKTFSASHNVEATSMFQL
CHOP UPR activ = apoptotic UPR (CHOP) activation. CHO-CHOP luciferase reporter, luminescence; percent of tunicamycin response over DMSO baseline. activation, % at 10 µM. actives 0.34% (n = 330,000);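 active = at 10 µM dose, activation of 40% or more, normalized to positive control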;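 also: 100% = tunicamycin at 10 µg/mL and 0% = DMSO alone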
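Assay system: CHO cells with stable CHOP pathway luciferase reporter; Buffer or medium: F12 plus 10% serum; Times: 16-18 h cell attachment, then 6 h compound exposure, 37 °C; Signal: luciferase luminescence; Read-out basis: percent activation relative to tunicamycin control; Control set: tunicamycin high control, DMSO low control.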
XBP1 UPR activ = activators of adaptive arm of unfolded protein response (XBP1). CHO-XBP1 luciferase reporter, IRE1-XBP1 UPR activation, luminescence; percent of tunicamycin response, DMSO as zero. activation, % at 20 µM. actives 0.33% (n = 330,000). AID 463104;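 active = versus positive control, 20 µM dose yields 30% or more activation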;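 also: 100% = tunicamycin at 10 µg/mL and 0% = DMSO only wells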
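Material: CHO cell line with stable XBP1 luciferase reporter; schedule: 16-18 h cell attachment at 37 °C, then 6 h compound exposure; signal: glow luminescence from Steady-Glo reagent; medium: serum-containing F12 medium, 10% FBS; benchmarks: tunicamycin 10 µg/mL and vehicle-only wells; read-out: percent activation relative to tunicamycin reference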
tim23-1 inh = inhibits growth of tim23-1 mutant yeast | inhibition, % at 20 µM | S. cerevisiae tim23-1 growth, BacTiter-Glo luminescence, 24 h | actives 1.3% (n = 330,000);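 active = growth inhibition of the mutant yeast at or above 50%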;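 also: temperature-sensitive mutant grown at 25 °C; plate controls were DMSO-treated mutant yeast for no effect and medium wells lacking yeast for full effect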
APJ ag = agonists of human APJ apelin receptor; P35414; AID 2520; actives 0.11% (n = 330,000); CHO-K1 APJ PathHunter beta-arrestin, luminescence; 0% DMSO wells, 100% apelin; activation, % at 20 µM;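 active = activation more than six SD over the plate average, tested at 20 µM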;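 also: 0% = DMSO alone and 100% = apelin-13 at 10 nM; some results filed as inactive read as strong as hits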
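Assay system: engineered CHO-K1 APJ arrestin reporter cells; Amount: 1000 CHO-K1 reporter cells seeded per well; Dosing: one dose, 20 µM compound, 1% DMSO; Times: compound stimulation 90 min at 25 °C, detection 60 min; Measured by: luminescent beta-gal fragment complementation, chemiluminescent substrate; Read-out: APJ–arrestin association signal; Controls: DMSO vs Apelin-13 10 nM.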
Mdm2-MdmX inh = disrupts the human Mdm2-MdmX interaction; O15151+Q00987; SaOS-2 split-luciferase Mdm2/MdmX complementation, luminescence; inhibition, % at 8 µM; actives 3% (n = 330,000); AID 485346;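 active = inhibition of at least 50% at 8 µM in the primary screen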
tim10-1 inh = growth inhibitors of tim10-1 mutant yeast; S. cerevisiae tim10-1 ts strain growth, BacTiter-Glo, 24 h; inhibition, % at 20 µM; actives 2.2% (n = 330,000);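 active = inhibition of at least 40%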;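 also: mutant grown at 25 °C; 0% = DMSO wells with yeast and 100% = wells holding no yeast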
* = called active by the depositor. Some of the compounds tested (hit frequency here may not be typical).

SMILES	APJ antagonist	TIM10 inh	CXCR6 block	CHOP UPR activ	XBP1 UPR activ	tim23-1 inh	APJ ag	Mdm2-MdmX inh	tim10-1 inh
O=C(Nc1c(C(=O)N2CCOCC2)cnn1-c1ccccc1)c1ccco1	19	5	-7	-1.1	-2	-9	-3	11	7
COc1ccc(-c2nnc(SC(C(=O)c3c[nH]c4ccccc34)c3ccccc3)n2N)cc1OC (configuration not stated)	-7	7	-1	2.6	-2	14	0	2	19
COc1cc(OC)nc(NC(C)=O)n1	16	-2	2	-1.2	0	-7	-2	-2	6
Cc1cccn2c(=O)c(/C=C(\C#N)S(=O)(=O)c3ccccc3)c(N3CCN(Cc4ccccc4)CC3)nc12	31	11	10	4.0	-1	28	0	34	36
NC(=S)NNC(=O)Nc1ccc(Cl)c(Cl)c1	1	-9	-1	-1.7	-3	9	1	-6	26
Cc1ccc2c(CC(=O)OCc3cc(=O)n4c(n3)sc3ccccc34)coc2c1	-6	-28	1	-1.9	-4	-5	-6	22	14
O=C(NCCC(=O)N1CCN(c2ccccc2O)CC1)c1ccc(Br)cc1	8	-10	7	-1.3	-1	-7	-3	19	-7
O=C(Nc1cc(S(=O)(=O)N2CCOCC2)ccc1N1CCOCC1)c1ccc(Cl)nc1	-1	-14	-1	1.3	-1	3	-3	5	5
Cc1c(OCC(=O)N(C)C)ccc2c(-c3ccccc3)cc(=O)oc12	-4	0	1	-1.3	0	7	-5	11	12
OCC1(CCCc2ccccc2)CCN(Cc2cc(F)ccc2F)CC1	-7	11	4	-1.7	-2	10	-3	9	19
CCN1C(=O)c2cccc3cccc1c23	13	3	-6	-1.2	3	13	4	28	0
N#C/C(=C\c1c(N(Cc2ccccc2)Cc2ccccc2)nc2ccccn2c1=O)C(N)=O	11	9	4	2.2	2	10	-1	16	19
CC(C)(C)NC(=O)Cn1nnnc1-c1nonc1N	-5	6	-15	2.9	-1	-2	-3	-8	-6
COc1ccc(/C=N/Nc2cc(N3CCCC3)nc(N3CCCC3)n2)cc1	19	27	2	7.0	-1	68*	-4	77*	45*
CCOC(=O)C1CCCN(C(=O)c2ccc(Cl)c(S(=O)(=O)N3CCCCCC3)c2)C1 (configuration not stated)	-8	-9	9	0.2	-1	26	-2	-7	23
CCN1CCN(C(=S)c2ccc(OCC(=O)N3CCOCC3)cc2)CC1	-6	0	1	0.0	-1	-1	-1	2	5
CC(C)CNC(=O)CSc1nc2nn(-c3ccccc3)c(=O)c-2c2n1CCCCC2	24	14	2	2.1	-1	-11	-3	-9	5
COc1cc(/C=N/NC(=O)Cc2ccc(Br)cc2)cc(OC)c1O	-5	-38	-5	2.4	1	3	2	-11	-4
Cn1c(=O)c2c(nc(NCCCO)n2Cc2cccc(C(F)(F)F)c2)n(C)c1=O	7	3	3	0.4	7	-4	-2	2	-13
CSCC[C@H](NC(=O)OC(C)(C)C)C(=O)N1CCC(C(=O)N[C@@H](C)C(=O)NC(C)c2ccccc2)CC1 (some centres not stated)	2	1	4	-1.7	-4	-1	-3	16	-1
CCC(=O)Nc1cccc(C(=O)c2ccc(C)c(C)c2)c1	-12	23	1	1.4	1	30	-2	-37	21
CC(C)CCNC(=O)c1nnc(Cc2ccc(Cl)cc2)o1	1	-11	5	-0.8	-2	1	-2	11	0
COc1ccc(OC)c(NC(=O)CSCc2cnn(-c3ccccc3)c2-n2cccc2)c1	10	0	-3	-0.5	-7	17	-4	-2	13
COc1ccccc1OCC(=O)Nc1ccccc1C(=O)Nc1cccc(C(=O)O)c1	8	5	-1	-1.7	-6	-6	3	7	-14
CCC1CN(C(=O)N2CCC(C(=O)NCc3ccc(F)cc3)CC2)c2ccccc2O1 (configuration not stated)	18	6	-3	1.0	-3	1	-3	21	14
Later entries
SMILES	APJ antagonist	TIM10 inh	CXCR6 block	CHOP UPR activ	XBP1 UPR activ	tim23-1 inh	APJ ag	Mdm2-MdmX inh	tim10-1 inh
CC(=O)c1cccc(NS(=O)(=O)c2ccc(-c3cnc(C4CC4)o3)cc2)c1	-16	-11	1	-0.4	-5	27	-2	48	32
O=C(CSc1nnc(-c2ccc(C(F)(F)F)cn2)s1)c1ccccc1	20	-16	0	0.3	0	0	1	25	4
CC(C)OC(=O)c1cc(=O)[nH]c2ccccc12	7	8	-8	0.3	2	18	-3	38	8
Cc1cccc(NS(=O)(=O)c2ccc(NS(=O)(=O)c3cccs3)cc2)c1	-9	-18	-13	0.2	-6	2	0	6	6
Nc1nc(-c2ccccc2)nn1C(=O)c1ccco1	-2	-10	2	-0.1	-1	8	-1	10	0
Cc1ccc(CSc2nnc(-c3ccncc3)o2)c(C)c1	-17	-34	-11	1.0	3	10	-1	14	-1
Cc1nc(N)ncc1Sc1ccccc1	10	39	2	0.1	0	-18	0	23	-14
Cc1ccccc1C(C)NC(=O)COC(=O)Cn1cc(C(F)(F)F)ccc1=O (configuration not stated)	3	2	8	1.4	2	-1	-2	4	-8
Cc1ccccc1NC(=O)Cc1nc(COC(=O)c2ccc(O)cc2O)cs1	5	4	4	-0.8	-7	-8	-7	-5	2
COc1ccc(-c2c[n+]3c(n2-c2ccc(C)cc2)CCCCC3)cc1	9	17	-3	2.2	-2	-6	0	62*	2
Cc1ccc2nc(NC(=O)COC(=O)c3ccccn3)sc2c1	11	43*	0	4.6	-1	59*	6	-50	19
Cc1ccc(S(=O)(=O)N2CCCC2C(=O)OCc2nc3ccccc3s2)cc1 (configuration not stated)	4	1	-1	-1.1	-4	24	0	-1	14
CCc1ccc2oc(-c3ccc(NC(C)=O)cc3)nc2c1	-10	11	-12	3.3	-4	34	0	-216	3
O=C(c1ccc(Br)s1)N1CCc2ccccc2C1	-35	-13	-2	2.3	3	11	-6	-17	6
CCc1ccc2c(c1)C(=O)C(=O)N2CC(=O)Nc1ccc(NC(=O)c2ccccn2)cc1	12	20	6	1.9	-3	-11	0	-2	21
COc1cc(CCC(=O)Nc2ccc(S(=O)(=O)N3CCCC3)cc2)cc(OC)c1OC	1	7	-5	-0.9	1	-1	-1	13	-4
CC(C)(C)OC(=O)N1CCC(c2cc(-c3cccs3)n[nH]2)CC1	-16	25	-2	3.4	-4	30	-1	-4	35
CSc1nnc(CCNC(=O)OC(C)(C)C)o1	1	13	-1	2.0	0	11	2	-8	10
O=C1c2cccc3cccc(c23)C(=O)N1CCCN(C(=O)c1cccs1)c1cccc(F)c1	20	15	14	-2.7	2	8	-3	47	6
COc1ccc(N(CC(=O)NC2CCCC2)C(=O)CCC(=O)Nc2cc(C)on2)c(OC)c1	14	5	-11	1.3	-1	16	6	-3	1
Cc1oc(-c2ccc(Cl)cc2)nc1CN1CCCN(C(=O)c2ccco2)CC1	12	4	-2	0.5	-5	18	-5	14	18
COC(=O)c1sccc1NC(=O)c1c(F)c(F)c(F)c(F)c1F	-8	-4	11	-0.5	3	23	11	75*	26
O=C(NCc1ccc(-c2csnn2)cc1)c1cc(Cl)cc(Cl)c1	6	7	-2	4.7	-2	11	0	10	3
COc1ccc(-n2nc3cc(C)c(NC(=S)NC(=O)c4ccccc4C)cc3n2)cc1	12	-2	11	4.1	7	4	-6	-11	8
CCc1nccn1S(=O)(=O)c1cc(OC)ccc1OC	-11	1	2	-1.0	-3	12	1	7	9
Next section
SMILES	APJ antagonist	TIM10 inh	CXCR6 block	CHOP UPR activ	XBP1 UPR activ	tim23-1 inh	APJ ag	Mdm2-MdmX inh	tim10-1 inh
CCSc1ncc(Cl)c(C(=O)Nc2ccccc2)n1	7	-3	-4	-0.7	-3	12	-2	16	-13
CN(CC1CCOCC1)C(=O)CC1C(=O)NCCN1C/C=C/c1ccccc1 (configuration not stated)	-10	-15	4	1.6	-3	-6	0	17	-23
Cc1cc(C)nc(SCc2ccc(C(=O)NN=C3C4CC5CC(C4)CC3C5)cc2)n1	-6	19	-1	0.7	1	24	-1	6	9
CN1C=CC2=C(C#N)C(N)C(C#N)(C#N)C(c3ccccc3)C2C1 (configuration not stated)	7	-1	7	-0.5	-2	-4	-4	27	3
Cn1cccc1CC(=O)NNC(=O)Nc1ccc(Cl)cc1	-4	1	8	0.1	-3	-4	-3	-23	-5
COc1cc2c(cc1OC)C(COc1ccc(F)cc1)NCC2 (configuration not stated)	14	45*	2	1.2	12	33	-2	4	43*
COc1ccc(CN2CCN(C(=O)c3ccco3)CC2)cc1OC	6	-4	-8	-0.9	-2	8	0	-3	9
CCOC(=O)Nc1ccc2c(c1)N(C(=O)CCN(CC)CC)c1ccccc1CC2	2	8	4	-0.4	-5	15	2	-5	5
O=c1ccn(-c2ccccc2)[nH]1	0	-20	-4	1.0	0	-2	-2	-14	-16
CC1=NN(C(=O)Cc2ccc([N+](=O)[O-])cc2)C(O)(c2cccnc2)C1 (configuration not stated)	28	-11	10	5.6	-3	-17	-2	-22	4
O=C(O)c1cc([N+](=O)[O-])c(N2CCCC2)c([N+](=O)[O-])c1	-20	16	0	-0.6	-3	17	-3	1	8
COc1ccccc1NC(=O)Cn1cc(C(=O)C2CC2)c2ccccc21	10	-3	-1	-0.9	-3	-10	-2	13	-8
Cn1cc(C(c2ccccc2OCC(=O)O)c2cn(C)c3ccccc23)c2ccccc21	9	5	0	-0.7	-7	15	-1	6	11
Cc1ccc(C)c2nc(Cl)c(C#N)cc12	-18	10	-18	0.8	9	8	1	-23	27
CN(CCOc1ccccc1)C(=O)c1ccc2c(=O)n3c(nc2c1)CCC3	-8	4	-4	1.9	-4	-4	-3	14	6
O=C(COc1ccc([N+](=O)[O-])cc1)NC(=O)NC1CCS(=O)(=O)C1 (configuration not stated)	-7	4	-2	1.1	2	-17	-5	11	0
Cc1cc(NC(=O)CCC(=O)N(Cc2ccco2)C(C(=O)NCC2CCCO2)c2ccncc2)no1 (configuration not stated)	0	8	0	0.5	0	-5	-1	9	-2
O=C(c1cc2ccccn2n1)N1CCN(c2ccccn2)CC1	5	-2	3	-0.4	0	-6	-5	-2	1
Cc1cc(C)n(CCCN2CCC(C(=O)Nc3cccc(-c4cccc(F)c4)c3)CC2)n1	12	8	-19	1.1	-3	3	3	58*	2
O=[N+]([O-])c1cccc(NN=Nc2ccccc2)c1	10	41*	9	3.7	-1	42	-1	-76	38
Cc1ccc(S(=O)(=O)N(C)c2ccc(C(=O)Nc3ccccc3C(=O)N3CCOCC3)cc2)cc1	11	2	-2	-0.9	-6	11	5	-7	9
Nc1c(C(=O)Nc2ccc(Br)cc2)sc2nc(-c3ccco3)ccc12	7	17	-2	1.8	3	6	-6	-2	13

Of the compounds above, three have a CF3 group.
SMILES	APJ antagonist	TIM10 inh	CXCR6 block	CHOP UPR activ	XBP1 UPR activ	tim23-1 inh	APJ ag	Mdm2-MdmX inh	tim10-1 inh
Cn1c(=O)c2c(nc(NCCCO)n2Cc2cccc(C(F)(F)F)c2)n(C)c1=O	7	3	3	0.4	7	-4	-2	2	-13
O=C(CSc1nnc(-c2ccc(C(F)(F)F)cn2)s1)c1ccccc1	20	-16	0	0.3	0	0	1	25	4
Cc1ccccc1C(C)NC(=O)COC(=O)Cn1cc(C(F)(F)F)ccc1=O (configuration not stated)	3	2	8	1.4	2	-1	-2	4	-8

Screens (PubChem BioAssay)
